Assay outcomes from PubChem.
EPAC1 antag – blocks human EPAC1 exchange factor. O95398. AID 720709. Potency, µM (top dose mostly 115 µM), inactives show at the highest dose activity change, negative = inhibition, usual class: inhibitors. 0.14% of 360,000 active. EPAC1 GEF assay, Rap1b-BODIPY-GDP exchange fluorescence;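 further: potency means the concentration at half of the fitted maximal effect; plate controls were vehicle for no effect and positive control for full effect; nearly all actives have a fitted effect of over 50% in size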
PI5P4Ka inh – blocks human PI5P4K alpha kinase activity; P48426; PI5P4Kalpha enzyme, ADP-Glo luminescence, 60 min; active compounds read low; max response, %; 1.2% of 330,000 active; active means max response of -50% or lower; inconclusive means between -30% and -50%; inactive means -30% or higher; further: value at the top dose of about 77 µM; on the % scale 0 is the no-effect control and ±100 the full control effect
Target sequence (P48426 whole entry, looked up): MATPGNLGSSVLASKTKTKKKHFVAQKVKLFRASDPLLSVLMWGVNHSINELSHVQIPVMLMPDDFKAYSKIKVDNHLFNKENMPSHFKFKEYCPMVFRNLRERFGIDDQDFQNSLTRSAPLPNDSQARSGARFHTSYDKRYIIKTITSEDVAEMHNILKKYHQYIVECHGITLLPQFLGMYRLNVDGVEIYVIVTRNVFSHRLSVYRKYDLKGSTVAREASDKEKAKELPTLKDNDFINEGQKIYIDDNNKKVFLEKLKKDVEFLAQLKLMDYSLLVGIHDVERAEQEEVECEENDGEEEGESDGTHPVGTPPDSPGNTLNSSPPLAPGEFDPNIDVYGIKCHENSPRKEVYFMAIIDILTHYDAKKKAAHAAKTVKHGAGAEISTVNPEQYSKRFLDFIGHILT
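Single end-point luminescence (ADP-Glo) quantified ADP from PI5P4Kalpha turnover; ATP 5 microM final, 1 h at RT, 0.1% CHAPS and 0.28 mM EGTA in HEPES pH 7.4.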
IL2 activator – activators of IL-2 | IL-2 activation reporter assay, cell-based qHTS; stimulated with anti-CD3/CD4/CD28 beads; in transgenic mouse T cells | activation, % (series mostly up to about 46 µM) | 0.065% of 360,000 active | AID 652025; in the data active means activation above about 50%; inconclusive means mostly about 30% to 49%; further: 0% is about no effect
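Readout is EGFP and DsRed signal by fluorescent plate cytometry after 18 h at 37 degrees C. Transgenic mouse T cells (750/well) received compound for 60 min before bead stimulation (anti-CD3, anti-CD4, anti-CD28); memory T cells served as non-tolerant control.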
PLK1 PBD block – blocks phosphopeptide binding to human PLK1 polo-box domain; Potency, µM, without a hit: max response, negative = inhibition, most hits filed as inhibitors; Plk1 PBD binding of FITC phosphopeptide, fluorescence polarization; AID 720504; 2.8% of 360,000 active; P53350; further: potency means the concentration at half of the fitted maximal effect; series mostly up to about 57 µM; on the % scale 0 is the no-effect control and ±100 the full control effect; nearly all actives have a fitted effect of over 65% in size
Target sequence (P53350 whole entry, looked up, the tested form may be a part): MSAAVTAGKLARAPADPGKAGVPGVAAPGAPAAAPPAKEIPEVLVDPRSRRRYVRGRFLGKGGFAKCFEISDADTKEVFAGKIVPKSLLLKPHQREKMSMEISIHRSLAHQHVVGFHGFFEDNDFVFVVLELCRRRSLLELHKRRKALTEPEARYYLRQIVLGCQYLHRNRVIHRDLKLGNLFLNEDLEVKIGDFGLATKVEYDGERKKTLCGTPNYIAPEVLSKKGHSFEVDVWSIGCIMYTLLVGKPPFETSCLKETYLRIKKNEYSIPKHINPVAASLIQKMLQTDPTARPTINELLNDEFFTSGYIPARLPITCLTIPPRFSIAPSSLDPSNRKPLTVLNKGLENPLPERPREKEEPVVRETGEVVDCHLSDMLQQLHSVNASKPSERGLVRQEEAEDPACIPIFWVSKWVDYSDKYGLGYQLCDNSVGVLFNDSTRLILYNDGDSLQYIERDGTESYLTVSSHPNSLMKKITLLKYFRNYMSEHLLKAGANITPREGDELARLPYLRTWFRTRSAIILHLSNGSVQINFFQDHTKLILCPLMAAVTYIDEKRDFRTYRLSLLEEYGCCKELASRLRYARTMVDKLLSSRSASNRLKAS
EPAC1 agonist – EPAC1 (human) agonism. 0.073% of 360,000 active. O95398. EPAC1 agonist qHTS, biochemical assay; response scale: 100% = response to 6.5 mM cAMP. Potency, µM (top dose mostly 154 µM), without a hit: at the highest dose activation, actives largely listed as activators; further: potency means the concentration at half of the fitted maximal effect; nearly all actives have a fitted effect of over 60% in size
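Fluorescent GDP-exchange assay: 100 nM EPAC1 with 250 nM Rap1B preloaded with BODIPY-GDP and 50 uM GDP; compounds tested as concentration series, 5 min at room temperature, then read every 5 min for 30 min (ex 480/em 540 nm); normalized to 6.5 mM cAMP.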
CCT modulator – changes cytosolic chaperonin activity; activity change, % (no concentration beside the values), hits read low; 0.3% of 360,000 active; purified chaperonin ATPase assay, HTRF ADP detection, 30 min; in the data active means activity change below about -30%; further: on the % scale 0 is the no-effect control and ±100 the full control effect
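We incubate TRiC, 40 or 20 nM final, with library compounds at 76 uM and 10 uM ATP for 30 min at 37 °C. ADP formed is detected with Transcreener HTRF reagents after 30 min at room temperature.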
WRN helicase inh – blocks human WRN helicase; Q14191; WRN helicase unwinding, fluorescent forked duplex, kinetic; Potency, µM (top dose mostly 114 µM), for inactives: at the highest dose activity change, negative = inhibition, most hits filed as inhibitors; 0.46% of 360,000 active; further: potency means the concentration at half of the fitted maximal effect; on the % scale 0 is the no-effect control and ±100 the full control effect; nearly all actives have a fitted effect of over 55% in size
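WRN at 20 nM final preincubated with compound 15 min at room temperature; reaction started with 100 nM fluorophore/quencher forked duplex oligonucleotide and 2 mM ATP final. Unwinding followed kinetically by red fluorescence (ex 525, em 598 nm).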
EPAC2 ag – EPAC2 (human) agonism; EPAC2 activation, biochemical qHTS; response scale: 100% = 6.5 mM cAMP response; Potency, µM (highest dose often 154 µM), for inactives: at the highest dose activation, actives largely listed as activators; 0.079% of 360,000 active; AID 720711; further: potency means the concentration at half of the fitted maximal effect; nearly all actives have a fitted effect of over 50% in size
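Readout is BODIPY fluorescence (480 nm excitation, 540 nm emission), which falls as labeled GDP is exchanged off Rap1B. EPAC2 at 100 nM acted on 250 nM RAP1B-BODIPY-GDP with 50 uM GDP present.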
Numbers without * were called inactive; ? = inconclusive; . = no result given; [ ] = dose if it differs, or a comment. Unless noted, the call rests on the fitted dose curve; in most records, active means well fitted curve in the direction sought with a large enough effect; inconclusive means small, poorly fitted or top-dose-only effect, or another doubt; inactive means no such curve, though single readings can be large; an effect the other way counts as inactive or inconclusive. Only part of the results is shown; count on the stated rates, not on these rows.

SMILES | EPAC1 antag | PI5P4Ka inh | IL2 activator | PLK1 PBD block | EPAC1 agonist | CCT modulator | WRN helicase inh | EPAC2 ag
O=C(CCC1CCCN(C(=O)CCCc2ccccc2)C1)N1CCN(c2ccccn2)CC1 (centres undefined) | 2.0% | 4.8 | 1.1 | 0.4% | -1.3% | -3.1 | -2.5% | -1.2%
COc1cccc(C(=O)CN2CCC(NC(=O)NC3CCCCC3)CC2)c1 | 0.1% | . | 0.2 | -14.8% | 9.0% | -0.6 | 4.2% | 4.4%
CCOC(=O)c1ccc(NC(=O)CC2OCCN(CC)C2=O)cc1 (centres undefined) | 2.8% | -7.5 | -2.6 | -6.2% | 5.6% | -4.9 | -6.0% | 5.7%
O=C(NC1=NCCS1)c1ccccc1 | 0.7% | 4.1 | 2.3 | -2.3% | -13.5% | 2.8 | -10.7% | 1.0%
COCCCNC(=O)c1c(F)c(F)c(F)c(F)c1F | 0.0% | 0.2 | 0.2 | -1.2% | 1.4% | 0.2 | 3.7% | 5.5%
Nc1c(C(=O)c2ccc(Cl)cc2)sc2nsc(SCCN3CCOCC3)c12 | -3.0% | 1.8 | ? | -2.3% | -2.2% | -0.6 | 5.2% | 21.0%
CC(NC(=O)CN1C(=O)NC2(CCc3ccccc32)C1=O)c1ccccc1 (centres undefined) | 24.6% | -0.7 | 0.0 | -4.7% | -2.4% | -3.5 | 5.5% | 9.3%
O=C(c1ccccc1[N+](=O)[O-])N1CCC(Cc2ccccc2)CC1 | 2.4% | . | 0.3 | -4.3% | -16.5% | 1.5 | -10.5% | -1.2%
CCOC(=O)Cc1csc(NC(=O)CSc2nnc(-c3ccc(NS(=O)(=O)CC)cc3)o2)n1 | 2.6% | . | -0.1 | -3.3% | -32.2%[inhibitor] | 2.9 | 1.9% | -10.8%
COc1ccc(C(=O)N2c3ccc(F)cc3CCC2C)cc1OC (centres undefined) | -2.8% | -14.1 | -1.3 | -5.9% | 1.3% | -3.4 | 0.9% | 0.9%
Cc1ccc2cccc(OC(=O)c3c(F)cccc3Cl)c2n1 | -17.4% | 53.2 | 0.4 | 4.4% | -3.5% | 2.5 | 7.1%[57.1 µM] | 8.8%
CC(=O)Nc1ccc(-c2ccnc3c2CC(C)(C(=O)NCCC(F)(F)F)O3)cc1 (centres undefined) | 3.8% | -1.5 | -0.8 | 1.2% | -11.2% | 2.2 | 5.0% | -1.3%
CCN(CC)S(=O)(=O)c1ccc(NC(=O)c2cccs2)cc1 | 1.0% | -13.7 | 1.7 | -13.5% | 6.7% | -1.3 | -33.4% | 16.7%
O=C(Cc1n[nH]c(=O)[nH]c1=O)N/N=C/c1cccc(Cl)c1 | 10.2% | 2.1 | -1.9 | 3.9% | -4.7% | 1.1 | -5.7% | -4.7%
O=C1CC(Cc2ccc(Cl)cc2)C(=O)N1c1ccccn1 (centres undefined) | -2.0% | -1.0 | -2.7 | -5.9% | 4.8% | -0.8 | 0.5% | 0.1%
NC(CC(=O)O)c1ccc(Br)cc1 (centres undefined) | -0.1% | 0.8 | -2.6 | -2.0% | 12.6% | -0.1 | -1.8% | 0.0%
CC(C)N1CCC(NC(=O)Nc2ccccc2)CC1 | 16.6% | 0.7 | -0.1 | 2.8% | -7.9% | 1.2 | -0.4% | -2.2%
O=C(Nc1cc(Cl)ccc1O)C1CCCO1 (centres undefined) | 14.0% | -0.9 | 0.3 | -0.6% | -3.1% | 0.4 | -10.5% | 3.1%
CC(=O)Nc1ccc(NC(=O)C2CCN(c3c(Cc4ccccc4)c(C)nc4ncnn34)CC2)cc1 | 2.0% | -3.1 | 0.4 | -2.6% | -6.4% | -0.8 | 3.2% | 2.9%
O=C(Nc1ccc(F)c(Cl)c1)[C@@H]1O[C@H](CO)[C@H](O)[C@H](O)[C@H]1O | -4.2% | 1.3 | -0.6 | -7.5% | 11.8% | 0.7 | -2.7% | 13.7%

Sorted by SMILES length (low to high): some entries from above.
SMILES | EPAC1 antag | PI5P4Ka inh | IL2 activator | PLK1 PBD block | EPAC1 agonist | CCT modulator | WRN helicase inh | EPAC2 ag
O=C(NC1=NCCS1)c1ccccc1 | 0.7% | 4.1 | 2.3 | -2.3% | -13.5% | 2.8 | -10.7% | 1.0%
CC(C)N1CCC(NC(=O)Nc2ccccc2)CC1 | 16.6% | 0.7 | -0.1 | 2.8% | -7.9% | 1.2 | -0.4% | -2.2%
COc1cccc(C(=O)CN2CCC(NC(=O)NC3CCCCC3)CC2)c1 | 0.1% | . | 0.2 | -14.8% | 9.0% | -0.6 | 4.2% | 4.4%
O=C(CCC1CCCN(C(=O)CCCc2ccccc2)C1)N1CCN(c2ccccn2)CC1 (centres undefined) | 2.0% | 4.8 | 1.1 | 0.4% | -1.3% | -3.1 | -2.5% | -1.2%

Other records.
SMILES | EPAC1 antag | PI5P4Ka inh | IL2 activator | PLK1 PBD block | EPAC1 agonist | CCT modulator | WRN helicase inh | EPAC2 ag
O=S(=O)(N1CCCCC1)N1CCN(c2cc(Cl)ccc2Cl)CC1 | -14.9% | 2.0 | -1.1 | -11.1% | 14.5% | -0.6 | -0.8%[57.1 µM] | 9.3%
CC(C)CC(COCc1ccc([N+](=O)[O-])cc1)N1CCN(C(=O)c2ccc(C(F)(F)F)cc2)CCC1=O (centres undefined) | -23.9% | -5.1 | -0.5 | 0.4% | -22.3% | -1.6 | -2.1% | -11.1%
COc1cc(NC(=O)c2ccc3c(c2)OCO3)c2ncccc2c1 | 5.4% | 3.1 | -3.2 | -3.2% | 0.6% | -1.9 | 8.4% | -13.6%
Cc1ccc(CNC(=O)C2CCN(S(=O)(=O)c3ccc4c(c3)CC(C)N4C(=O)C3CC3)CC2)cc1 (centres undefined) | -17.3% | 7.0 | -0.7 | -10.3% | -0.4% | -1.7 | 5.1% | -7.0%
O=C(c1ccc(F)cc1)N1CCN(c2ncccn2)CC1 | 3.3% | 0.0 | 1.4 | -5.0% | 7.7% | 1.8 | 8.8% | 0.7%
c1ccc(OCCOCCSc2ncccn2)cc1 | 11.1% | 4.5 | -1.4 | -3.4% | 4.2% | -2.4 | -12.5% | 5.0%
CCOC(=O)c1c(NC(=O)c2ccc(S(=O)(=O)N3CCOCC3)cc2)sc2c1CC(C)(C)NC2(C)C | -19.0% | 4.2 | -1.2 | -5.3% | 7.1% | -0.2 | -1.0% | 2.0%
Cc1cc(C)nc(N2CCCC(C(=O)Nc3nnc(C)s3)C2)n1 (centres undefined) | -6.5% | . | 2.4 | -6.5% | 3.6% | -3.6 | -0.7% | 8.6%
CN(CCc1ccccn1)C(=O)c1cccnc1Oc1ccc(Cl)cc1 | 12.4% | 0.1 | -0.6 | 0.5% | 3.3% | -1.2 | -6.2% | -1.4%
CCn1c2ccccc2c2cc(NC(=O)CSc3nnc(-c4cccc(C)c4)o3)ccc21 | -9.8% | -8.4 | 3.1 | -1.2% | -0.1% | -2.6 | -1.4% | ?
CCOC(=O)CSc1nc2nc(Cl)c(Cl)nc2[nH]1 | 4.5% | -18.3 | -1.1 | ? | 7.7% | -2.6 | 0.9% | 1.6%
Cc1ccc(S(=O)(=O)/N=C(/Nc2nc(C)cc(C)n2)N2CCOCC2)cc1 | 0.0% | 1.9 | 1.0 | -6.5% | 14.0% | -5.5 | -2.1% | 2.2%
COC(=O)c1ccc2c(c1)C(C)(C)C(/C=C/c1ccc(O)cc1)=[N+]2C | 0.8% | . | -4.7 | 54.9%[activator] | 7.9% | 0.4 | 50.1µM* | 7.0%
CCn1c(SCC(=O)N2CCCc3ccccc32)nnc1-c1ccco1 | 0.0% | 3.5 | 1.2 | -3.5% | 0.0% | -1.4 | 0.6% | 6.3%
Cc1c(C(=O)NCCN2CCOCC2)sc2nc(-c3ccc(F)cc3)cn12 | 0.8% | . | 1.8 | -5.1% | 7.3% | 0.6 | -6.6% | 6.2%
CC(C)CC(C(=O)OCC(=O)c1c(N)n(C)c(=O)n(C)c1=O)N1C(=O)c2ccccc2C1=O (centres undefined) | -25.9% | 2.2 | -1.2 | -2.3% | -2.5% | 0.2 | -1.8% | -2.4%
O=C(CCc1ccccc1)N=C1SC2CS(=O)(=O)CC2N1Cc1ccccc1 (centres undefined) | -12.8% | 1.8 | -2.5 | -5.0% | -6.6% | 0.3 | -11.4%[57.1 µM] | -5.6%
Cc1ccccc1C(=O)NC[C@@H]1CCCN2CCCC[C@H]12 | -7.6% | 12.1 | -2.8 | -0.6% | 8.7% | 1.7 | 1.4% | 12.1%
COc1ccc(Cl)cc1NC(=O)CC(C)c1ccccc1 (centres undefined) | -0.5% | 3.6 | -0.6 | -3.4% | 8.6% | 2.5 | -18.7% | 10.2%
O=C(c1cc2cc([N+](=O)[O-])ccc2oc1=O)N1CCN(C2CCCCC2)CC1 | -13.1% | 2.2 | 0.2 | -0.1% | 13.2% | 0.9 | -6.0%[57.1 µM] | 2.6%
O=C(O)C1CSCN1S(=O)(=O)c1cccc2nsnc12 (centres undefined) | -2.4% | . | -2.0 | -6.8% | -3.2% | -7.5 | -0.5% | 2.9%
CCCCN1C(=O)C(CC(=O)NCc2cccc3ccccc23)CC(C(=O)N(C(C)C)C(C)C)=C1C (centres undefined) | -3.3% | -0.6 | -0.3 | -4.5% | -14.5% | 0.6 | 1.1% | -3.4%
CC(C)Cn1c(N)c(C=O)c(=O)[nH]c1=O | -1.0% | -15.0 | -0.9 | -1.4% | 7.8% | -1.0 | -6.9% | 0.9%
COc1cc2[nH]c(=O)n(CCC(=O)NC3CCCC3)c(=O)c2cc1OC | 20.7% | -7.0 | 1.2 | -10.5% | 8.7% | -3.1 | 11.3% | -13.0%
CC(=O)Nc1nc2cc3c(cc2s1)OCO3 | -12.7% | 1.0 | -2.3 | 2.7% | -7.4% | -5.8 | 13.0% | -7.1%
CC(Sc1nnc(C(F)(F)F)n1C)C(=O)Nc1ccc(S(N)(=O)=O)cc1 (centres undefined) | 7.2% | -1.8 | -2.0 | 29.9µM* | 5.9% | 0.5 | 9.7% | -7.1%
Nc1ccc(CSc2ccc(Cl)cc2)c(Cl)c1 | 7.5% | 31.4 | -0.4 | -20.9% | 5.1% | 0.9 | -13.0% | 17.4%
COc1ccc(CCNC(=O)COc2ccc(S(=O)(=O)N3CCCC3)cc2)cc1 | 1.9% | 1.5 | 0.7 | -1.8% | -3.0% | -1.6 | 4.6% | 9.6%
CCNc1nc(C23CC4CC(CC(C4)C2)C3)cs1 | -14.8% | 13.1 | 0.0 | -12.8% | 10.9% | 0.5 | -12.1% | 10.4%
O=[N+]([O-])c1ccc(S(=O)(=O)CC(CN2CCOCC2)N2CCOCC2)cc1 (centres undefined) | -5.4% | 2.0 | -3.6 | -11.9% | 1.9% | -1.6 | -2.7% | 5.1%
